Assay outcomes as filed in PubChem.
GPR55 LPI antagonism: inhibition of LPI-stimulated GPR55 beta-arrestin translocation – imaging, U2OS, beta-arrestin-GFP, LPI agonist, primary screen (AID 2013); U2OS GPR55 beta-arrestin-GFP translocation imaging, LPI antagonism; higher % means a stronger effect; one-dose inhibition, % at 10 µM; IC50 in µM for titrated hits; 290,000 compounds, 0.13% hits;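 active means spots per cell inhibited over 60%, with over 100 cells counted and total cytoplasm intensity under 500,000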;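 further: U2OS cells stably carrying GPR55 and arrestin-GFP stimulated by 5 µM LPI near EC80; imaged beta-arrestin-GFP aggregate spots per cell after agonist stimulation; plate controls were LPI-stimulated DMSO wells for no effect and DMSO wells without LPI for full effect; some results filed as inactive read as strong as hits; confirmed hits need IC50 under 10 µM and bright autofluorescent wells are also inconclusive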
GPR35 arrestin U2OS: inhibition of zaprinast-stimulated GPR35 beta-arrestin translocation – imaging, U2OS, beta-arrestin-GFP, zaprinast agonist, primary screen (AID 2058). U2OS GPR35 beta-arrestin-GFP translocation imaging, zaprinast antagonism; higher % means a stronger effect. one-dose inhibition, % at 10 µM; IC50 in µM for titrated hits. 290,000 compounds, 0.052% hits;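 active means inhibition of at least 50% with at least 30 cells and total cytoplasm GFP at most 10,000,000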
K1F lysis inhibition: inhibition of K1F phage lysis, E. coli UTI89, bacterial capsule biogenesis inhibitors, alamar blue (AID 488966); 340,000 compounds, 0.02% hits; E. coli UTI89 K1F phage lysis, alamar blue, 2 h; higher % means a stronger effect; inhibition, % at 100 µM, or IC50 in µM where a hit was titrated;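 active means phage lysis inhibition, versus mean bacterial control, above a set limit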;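 further: capsule biogenesis inhibitors block K1F phage lysis so surviving cells raise fluorescence; higher fluorescence means more inhibition of phage lysis; actives were called in the ten point dose series up to 300 µM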
GPR55 beta-arrestin: GPR55 agonists via beta-arrestin recruitment, primary screen, imaging, U2OS cells, beta-arrestin-GFP redistribution (AID 1961); U2OS GPR55 beta-arrestin-GFP redistribution imaging; higher % means a stronger effect; one-dose activation, % at 10 µM; EC50 in µM for titrated hits; 290,000 compounds, 0.048% hits;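 active means activation above 40% with more than 50 cells counted in the well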;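 further: U2OS osteosarcoma cells stably expressing GPR55 and beta-arrestin-GFP; plate controls were DMSO negative control for no effect and LPI positive control for full effect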
MgcRacGAP inhibition: MgcRacGAP GTPase-activating activity inhibitors, confirmation, biochemical, ADP Hunter fluorescence; MgcRacGAP-stimulated Rac1 GTP hydrolysis, ADP Hunter fluorescence; higher % means a stronger effect; GST-tagged Rac1 F28L mutant substrate; 340,000 compounds, 0.6% hits; one-dose inhibition, % at 30 µM; IC50 in µM for titrated hits; AID 624330;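 active means first-screen hits whose inhibition reached a set limit at any dose in the follow-up dose series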;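 further: fluorescence reports GDP produced by GAP-driven GTP hydrolysis; strong numbers were not always called active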
KOR beta-arrestin-1: kappa opioid receptor blockers – cell-based, luminescence, uHTS (AID 1778). KOR beta-arrestin recruitment, luminescence, antagonist mode; higher % means a stronger effect. inhibition, % at 10 µM, or IC50 in µM where a hit was titrated. 290,000 compounds, 0.091% hits; in the data active means inhibition above about 50%; further: strong numbers were not always called active
KOR beta-arrestin-2: kappa opioid receptor activators – cell-based, luminescence, uHTS, primary screen (AID 1777). KOR beta-arrestin recruitment, luminescence; higher % means a stronger effect. 280,000 compounds, 0.02% hits. activation, % at 10 µM, or EC50 in µM where a hit was titrated; in the data active means activation above about 50%, passing the limit was not always enough; further: a part of the inactive calls stands beside numbers as strong as those of hits
NTR1 agonist: agonists of NTR1, primary screen, imaging, U2OS cells, beta-arrestin-GFP, high content (AID 493036) | P30989 | NTR1-U2OS beta-arrestin-GFP spot imaging, agonist mode | activation, % at 20 µM | 330,000 compounds, 0.17% hits;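 active means activation at or above 40% of the spot to cytoplasm intensity ratio, with at least 20 cells analyzed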;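 further: 0% = DMSO without peptide and 100% = 100 nM NTR1 peptide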
Target sequence (P30989 whole entry, looked up): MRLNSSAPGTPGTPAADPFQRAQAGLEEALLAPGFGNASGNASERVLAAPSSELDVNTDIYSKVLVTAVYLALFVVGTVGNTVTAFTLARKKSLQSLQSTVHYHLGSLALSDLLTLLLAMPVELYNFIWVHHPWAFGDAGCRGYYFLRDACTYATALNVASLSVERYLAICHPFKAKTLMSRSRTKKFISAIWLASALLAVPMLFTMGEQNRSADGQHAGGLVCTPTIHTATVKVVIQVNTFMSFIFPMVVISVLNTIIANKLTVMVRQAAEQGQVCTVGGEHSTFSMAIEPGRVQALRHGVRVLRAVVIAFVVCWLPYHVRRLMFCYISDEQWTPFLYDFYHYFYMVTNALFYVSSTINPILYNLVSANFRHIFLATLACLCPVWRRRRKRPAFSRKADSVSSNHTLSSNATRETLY
NOD1 NF-kB reporter: inhibition of NOD1-driven NF-kB reporter – cell-based, luminescence, uHTS, primary screen (AID 1578) | 290,000 compounds, 1% hits | inhibition, % at 4 µM, or EC50 in µM where a hit was titrated | NOD1-driven NF-kB luciferase reporter cells, luminescence; higher % means a stronger effect; in the data active means inhibition mostly above about 36%, no sharp cut-off; inactive means mostly below about 34%;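 further: HEK-293T reporter cells stimulated with the NOD1 agonist gamma-tri-DAP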
NTR1 agonist cell count 20 µM: recorded beside NTR1 agonist, whose call it bears; cell count; measured here: cell count, cytotoxicity flag
An asterisk follows results filed as active; . = not tested or not shown; [ ] = another dose, or the depositor's remark.

cpd	Structure	GPR55 LPI antagonism	GPR35 arrestin U2OS	K1F lysis inhibition	GPR55 beta-arrestin	MgcRacGAP inhibition
1	NC1=C([N+](=O)[O-])C(c2ccccc2)C2=C(CCCC2=O)O1 (stereo not given)	5.4%	4.7%	0.1%	-0.4%	4.7%
2	Cc1ccc(C)c(N2CCN(C(=O)c3csc(C)c3C)CC2)c1	1.6%	15.5%	8.4%	-0.4%	5.0%
3	CC(C)C(NC(=O)C1CCCCC1)C(=O)NC1CCCC(C)C1C (stereo not given)	12.8%	4.7%	-0.2%[50 µM]	-0.1%	.
4	O=[N+]([O-])c1ccc(Nc2ccccc2F)nc1	3.8%	15.9%	-0.2%	0.3%	0.6%
5	O=C(NCCNc1ccc([N+](=O)[O-])cc1)c1cccc(Br)c1	-0.5%	-2.1%	1.9%[50 µM]	-0.2%	9.7%
6	Cc1ccc(S(=O)(=O)NNc2ccccc2)c(C)c1	-13.3%	-11.4%	0.5%[50 µM]	-0.2%	15.3%
7	Cc1csc(=Nc2cccnc2)n1CC1CCCCC1	-3.5%	6.0%	1.9%[50 µM]	-0.2%	5.3%
8	O=C(NCc1ccccc1Cl)C1CCC(=O)N(C2CCCC2)C1 (stereo not given)	6.8%	1.3%	0.2%	0.4%	3.7%
9	COc1ccccc1CNC(=O)CNCCc1ccc(OC)c(OC)c1	6.0%	6.4%	8.1%	-0.3%	17.9%
10	Cc1occc1C(=O)N1CCCC(N2CCN(c3ccccc3F)CC2)C1 (stereo not given)	13.6%	-1.5%	0.0%	0.0%	2.8%
11	CCOc1ccc(-c2cc(CCCC(=O)Nc3cccc(OC)c3)no2)cc1	-12.5%	-18.7%	0.2%	-0.1%	-9.0%
12	CCOc1nc(Nc2ccccc2F)nc(OCC)n1	6.4%	24.1%	0.0%	-0.1%	2.9%
13	O=C(Nc1ccc(Cl)c(Cl)c1)c1cccnc1	-9.5%	8.1%	-0.6%	0.0%	-2.0%
14	COC(=O)c1ccc(NS(=O)(=O)c2ccc3c(c2)n(C)c(=O)n3C)cc1	-14.3%	-10.2%	1.2%	-0.1%	11.5%
15	CC(=O)N1CCc2cc(S(=O)(=O)NCCC(=O)N3CCc4ccccc4C3)ccc21	7.8%	-7.9%	0.3%	0.0%	-0.7%

cpd	KOR beta-arrestin-1	KOR beta-arrestin-2	NTR1 agonist	NTR1 agonist cell count 20 µM	NOD1 NF-kB reporter
1	16.4%	8.6%	-1.0	79	-23.6%
2	.	4.1%	-0.5	63	-31.1%
3	-14.9%	1.4%	0.0	57	-4.5%
4	-8.0%	-5.1%	1.2	36	-22.5%
5	-13.4%	-1.0%	2.1	53	-3.3%
6	7.4%	7.0%	.	.	-26.5%
7	-14.0%	4.3%	4.9	52	-2.1%
8	-36.7%	-2.2%	0.8	63	-9.7%
9	-51.2%[20 µM]	7.2%	0.9	60	10.8%
10	4.7%	1.3%	2.6	41	-8.3%
11	-102.8%	11.3%	3.3	64	9.3%
12	12.4%	-2.5%	-1.4	65	-9.5%
13	-39.7%[20 µM]	-0.3%	-0.3	59	-36.1%
14	8.2%	-2.8%	1.2	49	-11.7%
15	-4.9%	-0.2%	-1.5	84	1.3%

Next section:
cpd	Structure	GPR55 LPI antagonism	GPR35 arrestin U2OS	K1F lysis inhibition	GPR55 beta-arrestin	MgcRacGAP inhibition
16	CCCCS(=O)(=O)N1CCCC(C(=O)Oc2ccccc2OC)C1 (stereo not given)	-14.4%	-9.6%	1.1%	-0.4%	7.6%
17	CN(C(=O)CCNC(=O)Cn1cnc2ccccc2c1=O)c1ccc(Br)cc1	14.3%	-1.3%	0.3%	-0.4%	5.6%
18	CC(C)NC(=O)c1onc(CSc2ccc(Cl)cc2)c1C(=O)O	-9.2%	-1.0%	-0.5%	0.2%	11.9%
19	Cc1ccc(S(=O)(=O)NCCCNS(C)(=O)=O)cc1	3.8%	4.0%	4.8%	0.0%	8.5%
20	Cc1cc(C(=O)OCC(=O)NCc2ccco2)c(C)n1-c1ccccc1	-14.6%	-11.2%	6.3%	-0.2%	13.1%
21	O=C(CSc1ncn[nH]1)N1CCCCC1	9.0%	-0.3%	0.3%	-0.1%	7.0%
22	CCCCNC(=O)c1ccc2c(c1)ncn2C1CCCC1	4.4%	8.0%	-0.8%	-0.1%	11.6%
23	O=C(Nc1cc(F)cc(F)c1)c1sc(Cl)nc1-c1ccccc1	5.7%	-8.4%	1.6%[50 µM]	-0.2%	5.4%
24	O=c1[nH]cnc2c1nc(SCc1ccccc1)n2C1OC(CO)C(O)C1O (stereo not given)	2.6%	-2.7%	-0.7%	-0.2%	-6.4%
25	CC(=O)/C(=N/Nc1ccccc1C)N1CCOCC1	12.0%	-6.8%	0.4%	-0.3%	0.2%
26	CCOc1ncccc1C(=O)OCc1cn2cc(Cl)ccc2n1	-8.4%	-5.1%	-0.5%	-0.2%	-12.4%
27	COc1ccc(-c2cc(C(=O)N3CCN(C(c4ccccc4)c4ccccc4)CC3)no2)cc1	4.5%	11.8%	-1.7%	0.0%	7.7%
28	c1c2c(cc3sc(N4CCCCC4)nc13)OCO2	-19.4%	-1.2%	0.2%	-0.1%	8.7%
29	COCc1cc(C)nc2sc(C(=O)NC3CCCCC3)c(N)c12	11.7%	-6.7%	0.4%	-0.2%	6.6%
30	COc1ccc(CNC(=S)Nc2ccc(-c3ccccc3)cc2)cc1	-5.2%	-9.9%	0.2%	0.0%	5.9%

cpd	KOR beta-arrestin-1	KOR beta-arrestin-2	NTR1 agonist	NTR1 agonist cell count 20 µM	NOD1 NF-kB reporter
16	-27.5%[20 µM]	-1.9%	-0.8	68	-18.9%
17	12.6%	-5.5%	-0.3	63	-42.7%
18	0.9%	-0.8%	1.3	97	-19.7%
19	19.4%	0.4%	-1.1	61	-21.8%
20	-142.0%	.	1.9	52	-39.0%
21	22.8%	2.2%	1.2	51	-10.0%
22	2.4%	-1.5%	-0.2	92	-21.2%
23	.	2.3%	7.0	70	55.3%
24	-14.3%	1.7%	3.6	63	-18.5%
25	-2.2%	2.9%	-1.8	83	8.9%
26	-13.0%	-4.7%	-0.9	85	22.1%
27	0.4%	3.3%	2.0	76	-2.8%
28	-41.3%	6.3%	11.3	86	-108.5%
29	-39.5%	-2.3%	-0.2	41	-36.6%
30	-55.2%	38.2%	4.4	68	-22.8%

New compounds follow.
cpd	Structure	GPR55 LPI antagonism	GPR35 arrestin U2OS	K1F lysis inhibition	GPR55 beta-arrestin	MgcRacGAP inhibition
31	[O-]/[N+](=C\c1ccc(F)cc1)c1ccccc1	5.8%	-4.7%	-1.0%	-0.2%	-14.1%
32	CSCC(=O)N1CCC(n2nccc2NC(=O)c2ccc3c(c2)OCO3)CC1	-0.9%	-8.8%	0.5%	0.1%	8.6%
33	Cc1ccc2nc(SCC(=O)c3cc(C)n(C)c3C)[nH]c2c1	-2.1%	12.8%	0.3%	-0.1%	13.2%
34	CC(C)N(Cc1ccccc1)C(=O)CC(=O)N(Cc1ccccc1)C(C)C	4.0%	-4.8%	-0.3%	0.3%	3.0%
35	CC1CCN(C(=O)c2ccc(NS(=O)(=O)c3ccccc3)cc2)CC1	10.2%	15.5%	0.0%	-0.1%	-1.2%
36	CCN(CC(=O)Nc1ccc(Cl)c(S(=O)(=O)N(C)C)c1)Cc1nc2ccccc2c(=O)[nH]1	-2.9%	6.1%	0.1%	-0.5%	9.2%
37	CCCCCc1cc(=O)oc2c(C(CCN3CCN(c4ccccc4)CC3)c3ccc(N(C)C)cc3)c(OC)cc(OC)c12 (stereo not given)	-0.2%	1.5%	0.7%	-0.1%	9.1%
38	COc1ccc(OCCSCc2nnc(NC(=O)Nc3ccc(Cl)cc3)s2)cc1	10.0%	-9.5%	1.3%	0.1%	4.4%
39	CCS(=O)(=O)c1c(S(=O)(=O)CC)c2ccccn2c1C(N)=O	18.6%	-6.6%	-0.1%	-0.5%	7.0%
40	Cc1ccc(S(=O)(=O)Nc2ccc(N(C)S(=O)(=O)c3ccc(C)cc3)cc2)cc1	13.9%	-0.4%	-0.8%	0.1%	3.9%
41	CC1=NNC(=O)C1C(c1ccccc1)C1C(=O)NN=C1C (stereo not given)	-1.4%	-9.2%	.	-0.3%	.
42	Cc1cc(Nc2ccc(C)c(Br)c2)n2nc(C)nc2n1	-1.5%	0.6%	6.5%	0.8%	-1.5%
43	Cc1ccc(S(=O)(=O)CCC(=O)Nc2ccc3c(c2)OCO3)cc1	15.2%	-2.1%	2.7%	0.6%	7.8%

cpd	KOR beta-arrestin-1	KOR beta-arrestin-2	NTR1 agonist	NTR1 agonist cell count 20 µM	NOD1 NF-kB reporter
31	-13.9%	-3.9%	0.2	63	-27.8%
32	-7.4%	-3.1%	-0.7	50	-29.2%
33	-20.9%	0.9%	-0.1	38	-12.7%
34	-19.1%	5.2%	0.8	46	-19.9%
35	5.3%	-5.5%	-1.0	57	-5.5%
36	-2.7%	-2.4%	1.2	51	-49.2%
37	9.9%	3.5%	-4.2	94	7.3%
38	-31.4%	-0.7%	1.8	56	-3.1%
39	20.4%	-3.7%	0.0	45	-30.6%
40	11.2%	7.8%	13.7	51	-2.7%
41	-50.1%	-1.1%	1.3	81	-8.3%
42	9.8%	3.9%	-0.3	62	-6.9%
43	-2.1%	-3.2%	-2.5	56	-10.6%

Rewritten with two lines to a compound: entries from further up.
Each structure is followed by: GPR55 LPI antagonism, GPR35 arrestin U2OS, K1F lysis inhibition, GPR55 beta-arrestin, MgcRacGAP inhibition, KOR beta-arrestin-1, KOR beta-arrestin-2, NTR1 agonist, NTR1 agonist cell count 20 µM, NOD1 NF-kB reporter
(37) CCCCCc1cc(=O)oc2c(C(CCN3CCN(c4ccccc4)CC3)c3ccc(N(C)C)cc3)c(OC)cc(OC)c12 (stereo not given)
  -0.2%, 1.5%, 0.7%, -0.1%, 9.1%, 9.9%, 3.5%, -4.2, 94, 7.3%
(41) CC1=NNC(=O)C1C(c1ccccc1)C1C(=O)NN=C1C (stereo not given)
  -1.4%, -9.2%, ., -0.3%, ., -50.1%, -1.1%, 1.3, 81, -8.3%
(43) Cc1ccc(S(=O)(=O)CCC(=O)Nc2ccc3c(c2)OCO3)cc1
  15.2%, -2.1%, 2.7%, 0.6%, 7.8%, -2.1%, -3.2%, -2.5, 56, -10.6%
(33) Cc1ccc2nc(SCC(=O)c3cc(C)n(C)c3C)[nH]c2c1
  -2.1%, 12.8%, 0.3%, -0.1%, 13.2%, -20.9%, 0.9%, -0.1, 38, -12.7%

The list is partial. The share of hits here may be higher or lower than overall.
